Assay outcomes from PubChem.
PGC1a acetyl inh: lowers PGC1a acetylation signal in U2OS cells | AlphaScreen anti-acetyl-lysine; with virally co-expressed GCN5 acetyltransferase | inhibition, % at 15.6 µM | 350,000 compounds, 0.17% hits;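 active = every replicate shows inhibition of at least 40%; inconclusive = mean inhibition at least 40% but some replicate below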;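 also: 0% = neutral control wells and 100% = positive control wells; some results beyond the cut were filed as inactive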
miR-122 sensor: miR-122 inhibition in Huh7 cells | Huh7 miR-122 Renilla luciferase sensor, 48 h; neutral wells = 0, positive control = 100 | activation (reporter increase), % at 12.5 µM | 340,000 compounds, 0.3% hits;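 active = mean replicate activation score at least 90 and every replicate individually at or above 90; inconclusive = only one of the two criteria met; inactive = neither criterion met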;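 also: higher luciferase means less miR-122 activity so hits act as miR-122 inhibitors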
FN deposit inh: fibronectin deposition inhibition; AID 743247; inhibition, % at 12.6 µM; 350,000 compounds, 0.086% hits; AH1F fibroblasts, Alexa488-fibronectin deposition fluorescence, overnight;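 active = mean inhibition across replicates of 30% or more, regardless of how many single replicates reach that level; inconclusive = mean under 30% yet at least half of replicates reach 30%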;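 also: positive control wells lacked labelled fibronectin entirely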
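Assay system: AH1F fibroblasts / Quantity: 10000 cells per well / Medium: DMEM plus 2% serum, read in PBS / Reagent: labelled fibronectin 24 nM / Dosing: single dose, pinned / Times: 1 h cell attachment, overnight exposure to compound and label / Signal: fluorescence, ex 485 nm, em 525 nm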
Statin myotox sup: suppressors of simvastatin-induced myotoxicity in C2C12 myotubes; ATP luminescence, 48 h; scaled: DMSO 0, geranylgeraniol control 100; rescue of ATP level, % at 7.49 µM; 330,000 compounds, 0.78% hits; AID 602340;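 active = mean ATP rescue above about 67%, or every replicate alone reaching that limit, limit read from the data, passing the limit was not always enough; inconclusive = no clear call, values can overlap the other calls; inactive = mean under the limit and some replicate under it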;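 also: myotubes were challenged with 10 µM simvastatin during compound exposure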
Cneo AK release: Cryptococcus neoformans lysis via adenylate kinase release; C. neoformans lysis, adenylate kinase release luminescence, 4 h; normalised: neutral wells 0, clomiphene wells 100; 360,000 compounds, 0.2% hits; lysis activity, % at 15 µM;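 active = mean lysis activity across replicates of at least 80%, whatever share of replicates individually reach that level; inactive = mean lysis activity below 80%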
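Material – log-phase Cryptococcus neoformans yeast cells · Input – 5 × 10^6 yeast cells/mL · Medium – fresh YPD growth medium · Doses – single compound concentration per well · Timing – static 4 h at 37 °C with compound, 1 h detection · Detection – adenylate kinase release luminescence · Read-out – signal increase indicating cell lysis · Control set – Clomiphene as positive lysis control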
GSIS activator: GLuc luminescence reporter in INS-1E cells, primary screen for activators of glucose-dependent secretion of insulin; activation, % at 16.6 µM; INS-1E GLuc reporter insulin secretion, 2-3 h; 370,000 compounds, 0.61% hits;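 active = lowest replicate activation of at least 40%, so every replicate reaches that level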;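 also: 0% = median of neutral control wells and 100% = median of IBMX positive control wells; some compounds called inactive have numbers as strong as hits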
PglD DTNB: blocks C. jejuni PglD acetyltransferase activity; AID 602405; inhibition, % at 12.5 µM; purified PglD enzyme, DTNB colorimetric CoA detection; 360,000 compounds, 0.098% hits; in the data active = inhibition above about 16%, passing the limit was not always enough; inconclusive = no clear call, values can overlap the other calls; also: strong numbers were not always called active
F508del corr: correctors of CFTR F508del function in bronchial epithelial cells; 350,000 compounds, 0.36% hits; activity (quench increase), % at 7.58 µM; CFBE cells, YFP halide quenching; stimulated with forskolin plus potentiator P3; % fluorescence drop versus neutral controls;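 active = mean added fluorescence quench of at least 8% versus neutral control, with both replicates also reaching 8%; inconclusive = only one of the mean or replicate conditions met; inactive = mean below 8% and not both replicates reaching 8%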;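 also: cells transiently co-express mutant CFTR-F508del with the halide-sensitive YFP; corrector assay measuring rescue of mutant channel to the surface after 24 h compound exposure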
* = called active by the depositor; ? = inconclusive; nt = not tested or not shown; & = joins results of further samples; [ ] = dose if it differs, or a comment.

Values run as follows: PGC1a acetyl inh | miR-122 sensor | FN deposit inh | Statin myotox sup | Cneo AK release | GSIS activator | PglD DTNB | F508del corr
1) COCCNC(=O)C1(C)CCCN(Cc2cc(-c3ccccc3)n(C)n2)C1 (stereo not drawn)
  nt | 0 | 2 | 14 | 0 | 6 | -5 | -0.1
2) COc1ccc(NC(=O)N2C[C@H]3[C@@H](c4ccccc42)[C@@H](CO)N3C(=O)C2CCCCC2)cc1
  -2 | 33[16.7 µM] | -4 | -4 | -1 | -4 | 3 | -2.5
3) Cc1ccc(/C=C2\CCC3=C2OC(N)=C(C#N)C3c2ccc(C)cc2)cc1 (stereo not drawn)
  0 | -3 | nt | 4 | -12 | nt | 0 | nt
4) CCOc1ccc(-n2nnc3c(=O)n(C/C=C/c4ccccc4)cnc32)cc1
  nt | nt | 2 | -4 | -4 | -20 | -1 | -4.2
5) CC(=O)C(C(c1ccccc1)N1CCOCC1)N1CCOCC1 (stereo not drawn)
  6 | -7 | -5 | -2 | 0 | 27 | 1 | -1.4
6) Cn1c(C(=O)N2CCC(C(N)=O)CC2)cc2cc(Cl)ccc21
  -10 | 17 | 11 | -2 | -3 | 0 | 5 | 2.7
7) COc1ccc(Br)cc1C1N2CC3(C)CN1CC(C)(C2)C3=O (stereo not drawn)
  4 | -1 | 5 | nt | 4 | nt | 2 | nt
8) C[C@H](CO)N1C[C@H](C)[C@H](CN(C)C(=O)Nc2ccccc2)Oc2c(NC(=O)C3CCOCC3)cccc2C1=O
  -3 | 2[16.7 µM] | nt | 25 | -1 | 8 | -5 | -4.0
9) Cc1noc(C)c1NC(=O)N(C)C[C@H]1OCCCC[C@@H](C)Oc2ccc(NC(=O)c3ccncc3)cc2C(=O)N([C@H](C)CO)C[C@H]1C
  1 | 4[16.7 µM] | nt | -18 | 0 | 7 | -1 | 0.2
10) O=C(CSc1nc2ccccc2c(=O)n1-c1ccc(F)cc1)NC1CC1
  6 | -7 | -1 | 2 | 0 | 6 | -5 | -0.3
11) Cn1cnc([N+](=O)[O-])c1Sc1ccccc1
  5 | 217* | -3 | 1 | -7 | nt | nt | nt
12) CC(C)CC(c1nnnn1C(C)C)N1CCN(c2ccccc2)CC1 (stereo not drawn)
  -2 | 1 | nt | -5 | -26 | nt | -3 | nt
13) COc1cc(NC(=O)CN2CCCCCC2)cc(OC)c1
  nt | -4 | 3 | 2 | nt | 1 | nt | 0.0
14) C[C@@H]1CN([C@@H](C)CO)C(=O)c2cccc(NC(=O)c3ccc(-c4nccs4)cc3)c2O[C@@H]1CN(C)S(=O)(=O)c1ccc(F)cc1
  -15 | -22[16.7 µM] | nt | 3 | 14 | -11 | -2 | 2.4
15) CCC(=O)N1CCc2cc(S(=O)(=O)NCCCN(CC)Cc3ccccc3)ccc21
  4 | 4 | nt | -7 | -1 | nt | 5 | nt

Values run as follows: PGC1a acetyl inh | miR-122 sensor | FN deposit inh | Statin myotox sup | Cneo AK release | GSIS activator | PglD DTNB | F508del corr
16) CCOC(=O)c1c(C)[nH]c(C(=O)CN2CC(C)OC(C)C2)c1C (stereo not drawn)
  -21 | 9 | nt | -3 | 0 | nt | 2 | nt
17) Cc1cc(NC(=O)CSc2nc(C(C)C)nc3sc4c(c23)CCCC4)no1
  -14 | 3 | -4 | 6 | -2 | nt | 0 | nt
18) c1ccc(-c2cnnc(N3CCCCC3)n2)cc1
  -2 | -6 | nt | nt | 0 | nt | 10 | nt
19) COc1ccc(S(=O)(=O)N(C)C[C@@H]2OCc3cn(nn3)CCCC(=O)N([C@H](C)CO)C[C@@H]2C)cc1
  1 | -1[16.7 µM] | 3 | -9 | nt | 4 | nt | 0.4
20) CCCCN(C(=O)c1cc2c(s1)CCC2)c1c(N)n(CC(C)C)c(=O)[nH]c1=O
  3 | -7 | -5 | -1 | 3 | -11 | 3 | -1.8
21) COc1ccccc1C(C)NC(=O)CCOc1cccc(C)c1 (stereo not drawn)
  -13 | -3 | 1 | 11 | 0 | 12 | 5 | -7.7
22) O=C(O)c1ccc(Cl)c(S(=O)(=O)N2CCCCCC2)c1
  8 | nt | nt | 3 | 0 | -1 | 3 | -0.7
23) CCOc1cc(N2CCOCC2)c(OCC)cc1NC(=O)COC(=O)c1ccc(Cl)cc1N
  -2 | -4 | 6 | -92 | 0 | nt | 0 | 3.6
24) CCCNC(=O)N(C)C[C@@H]1Oc2cc(C#Cc3ccccn3)ccc2S(=O)(=O)N([C@@H](C)CO)C[C@@H]1C
  17 | 9[16.7 µM] | -1 | nt | 64 | 32 | 5 | 3.2
25) Cn1c(=O)[nH]c(=O)c2c1nc(NCCCO)n2CCOc1ccccc1
  -4 | 0 | -3 | 3 | -2 | 13 | -3 | -5.5
26) O=NC1=C(c2c(O)[nH]c3ccccc23)CCCC1
  nt | -5 | nt | 7 | nt | -2 | nt | 0.0
27) COc1ccc[nH]c1=O
  5 | 0 | nt | 18 | 1 | 7 | -3 | 1.8
28) CCOC(=O)C1CCN(C(=O)CN2C(=O)c3cccnc3Oc3ccccc32)CC1
  12 | -1 | -17 | -11 | -19 | -12 | -7 | -0.4
29) COc1cc2sc(-c3ccc(S(C)(=O)=O)cc3)c(C#CCO)c2cc1OC
  -19 | 3 | 11 | -36 | -2 | 22 | 2 | -1.9
30) CCc1nc2ccc(C(=O)NCc3cccs3)cn2c1N(CC)CCOC
  nt | -2 | -5 | -1 | -1 | 19 | 2 | -1.7

Values run as follows: PGC1a acetyl inh | miR-122 sensor | FN deposit inh | Statin myotox sup | Cneo AK release | GSIS activator | PglD DTNB | F508del corr
31) O=c1[nH]c2ccc(S(=O)(=O)Nc3ccc(Br)cc3)cc2[nH]1
  -2 | 10 | -8 | -8 | 0 | 31 | -2 | -0.4
32) O=C(Nc1cccc(Cl)c1)Nc1nnc(CC2=CCCCC2)s1
  nt | nt | 10 | nt | -1 | 1 | -5 | nt
33) C[C@H](NC(=O)[C@@H]1Cc2ccccc2CN1C(=O)OC(C)(C)C)C(=O)NC1CCCCC1
  -6 | 3 | -2 | ? | -2 | 1 | 1 | -1.9
34) CCCNC(=O)Nc1ccc2c(c1)C(=O)N(C)C[C@H](OC)[C@@H](C)CN(C(=O)C1CCCCC1)[C@@H](C)CO2
  4 | nt | nt | 3 | 0 | -1 | 3 | 0.2
35) O=C(c1ccc(COc2c(F)c(F)cc(F)c2F)o1)N1CCN(c2ccc(Cl)cc2)CC1
  -13 | 11 | nt | 21 | -1 | -18 | -5 | nt
36) CCn1c(CCNC(=O)c2ccc(OC)cc2)nnc1SCc1ccc(Cl)cc1Cl
  -2 | -7 | 7 | 3 | 0 | -25 | 1 | nt
37) CC(C)NC(=O)N(C)C[C@H]1Oc2ccc(NC(=O)Cc3ccccc3)cc2C(=O)N([C@H](C)CO)C[C@@H]1C
  6&-1 | 0[16.7 µM] | 6 | 6&7 | 12&0 | 6&2 | -1&11 | 1.9&-0.7
38) CN(Cc1ccc(F)cc1)C(=O)CCc1nnc(-c2ccccc2)o1
  -1 | nt | 1 | nt | nt | 6 | nt | 2.6
39) Clc1cccc(CNCC2CCCO2)c1Cl (stereo not drawn)
  14 | 1 | -6 | -1 | -1 | 2 | -7 | 1.7
40) CCC1CN(C(=O)NCc2ccc(F)cc2)c2cc(C)ccc2O1 (stereo not drawn)
  -6 | 1 | 4 | -4 | 2 | 5 | 2 | 0.5
41) C=CCC[C@@H](Cc1ccc(F)cc1)C(=O)OC[C@@H](Cc1c[nH]c2ccccc12)NC(=O)[C@@H](CC=C)CC(=O)N[C@H](CO)Cc1ccccc1
  nt | nt | -5 | 0 | 1 | nt | 6 | -1.6
42) Cc1noc(C)c1NC(=O)N(C)C[C@@H]1Oc2ccc(NS(=O)(=O)c3c(C)noc3C)cc2CC(=O)N([C@@H](C)CO)C[C@H]1C
  3 | 0[16.7 µM] | -1 | -17 | 0 | 8 | -4 | -3.3
43) Cn1nc(C(C)(C)C)cc1NC(=O)C1(C)CCN1C(=O)C1(c2ccccc2)CC1 (stereo not drawn)
  nt | 22 | -1 | 5 | -2 | nt | -5 | -1.3
44) CCCCN(C)C(=O)Cn1nc(-c2ccc(Cl)cc2)ccc1=O
  -10 | -1 | 1 | 28 | 1 | -19 | 1 | nt
45) O=C1CC(Nc2ccc(N3CCOCC3)cc2)C(=O)N1c1ccccc1 (stereo not drawn)
  -13 | -17 | nt | -12 | -1 | nt | -2 | nt

Values run as follows: PGC1a acetyl inh | miR-122 sensor | FN deposit inh | Statin myotox sup | Cneo AK release | GSIS activator | PglD DTNB | F508del corr
46) COc1ccc(C#Cc2cnc3c(c2)C(=O)N([C@@H](C)CO)C[C@@H](C)[C@H](CN(C)CC2CCOCC2)O3)cc1
  -7 | -6[16.7 µM] | -17 | -25 | 0 | 21 | 9 | -4.1
47) O=C(CC(c1ccccc1)c1ccccc1)Nc1ncn[nH]1
  -3 | -3 | nt | 7 | 7 | nt | -6 | nt
48) Cc1c(/C=N/NC(=O)c2cccnc2)c2ccccc2n1Cc1ccccc1
  9 | -1 | 10 | nt | 4 | -30 | 2 | -4.0
49) Cc1csc(=O)n1CCC(=O)OCc1nnc(-c2ccccc2)o1
  nt | 3 | 4 | 1 | -1 | 19 | 1 | 0.1
50) CC(C)c1ccc(CN2CCN(C(=O)CSc3nnnn3C3CC3)CC2)cc1
  14 | -13 | 5 | -3 | 0 | nt | 0 | -5.6
51) O=C(NCc1ccccc1F)C1CCCN(C(=O)Nc2ccccc2)C1 (stereo not drawn)
  nt | nt | 3 | 5 | 1 | 5 | 0 | -0.9
52) CN(C(=O)c1cccc(NC(=O)Cc2ccc(NC(=O)C3CCN(S(=O)(=O)c4cccc([N+](=O)[O-])c4)CC3)cc2)c1)C1CCCCC1
  nt | nt | -2 | -13 | 5 | -41 | 2 | -2.8
53) COc1ccc(OC)c(S(=O)(=O)NCCOC23CC4CC(CC(C4)C2)C3)c1
  -4 | 62 | 1 | -5 | 21 | -8 | 1 | -4.6
54) CN(C)S(=O)(=O)c1cccc(NC(=O)c2cccc(N3C(=O)CCC3=O)c2)c1
  -4 | -11 | -20 | -1 | -3 | 0 | -2 | -2.0
55) O=S(=O)(c1ccccc1F)N1CCCCN2[C@H](C1)[C@@H](c1ccc(-c3cccnc3)cc1)[C@@H]2CO
  -1 | -2[16.7 µM] | nt | nt | -2 | -8 | 0 | 2.2
56) CC(C)NC(=O)Nc1ccc2c(c1)C(=O)N([C@H](C)CO)C[C@H](C)[C@@H](CN(C)C(=O)C1CCCCC1)OCCCC[C@H](C)O2
  1 | 6[16.7 µM] | 1 | 25 | 4 | -15 | 0 | 2.1
57) COc1ccc(C)cc1N(CC(=O)Nc1ccc(S(=O)(=O)N2CCCC2)cc1)S(C)(=O)=O
  -8 | 3 | 6 | 12 | -2 | -10 | 0 | 0.2
58) CCS(=O)(=O)N1CCC(C(=O)Nc2ccc3c(c2)CCC3)CC1
  nt | nt | nt | 7 | 0 | 3 | 3 | 0.3
59) O=C(NCCS(=O)(=O)N1CCN(c2ccccc2F)CC1)c1cc(=O)c2ccccc2o1
  -9 | -3 | 1 | -16 | 8 | 20 | -2 | 1.1
60) COc1ccc(-c2cccc(NS(=O)(=O)c3cc([N+](=O)[O-])ccc3Cl)c2)nn1
  -3 | 10 | -1 | 6 | 0 | -19 | 4 | -0.8
